Screens from PubChem BioAssay.
EP2 modulator – EP2 receptor modulators, cAMP readout, primary screen, cell-based, HTRF cAMP, PGE2 stimulation | EP2-expressing cells, cAMP HTRF FRET, PGE2 co-stimulation | induction, % at 25 µM | AID 940, 2007 | 260,000 tested, 0.83% active;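 active = compounds whose cAMP rise, as percent of the full-agonist control response, exceeds 60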;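 also: rat C6 glioma line stably carrying human EP2 under a CMV promoter; the protocol text gives 20 µM as final concentration; 100% = response of wells given 1 µM PGE2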
Target sequence (P43116 whole entry, looked up): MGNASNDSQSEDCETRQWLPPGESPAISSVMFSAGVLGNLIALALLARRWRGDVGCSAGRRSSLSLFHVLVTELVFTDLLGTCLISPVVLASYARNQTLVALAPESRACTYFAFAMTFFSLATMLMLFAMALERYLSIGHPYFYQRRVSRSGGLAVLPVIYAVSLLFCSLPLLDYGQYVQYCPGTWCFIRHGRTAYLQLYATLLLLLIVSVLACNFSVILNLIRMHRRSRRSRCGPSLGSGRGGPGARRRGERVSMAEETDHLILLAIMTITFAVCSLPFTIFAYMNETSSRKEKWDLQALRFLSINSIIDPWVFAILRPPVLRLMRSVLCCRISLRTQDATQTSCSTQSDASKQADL
TRPML3 ag – human TRPML3 channel agonists, primary screen, cell-based, HEK293 TRPML3-YFP, Fluo-8 calcium fluorescence, 3 µM; AID 1448, 2008; 220,000 tested, 0.29% active; activation, % at 3 µM; 100% = the carbachol control signal; Mucolipin-3 (Homo sapiens), Q8TDD5;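 active = activation above its plate's cutoff, the mean activation of the plate's test wells plus 3 SD, cut at about 12% in these data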;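 also: 0% = DMSO only wells and 100% = carbachol wells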
Target sequence (Q8TDD5 whole entry, looked up): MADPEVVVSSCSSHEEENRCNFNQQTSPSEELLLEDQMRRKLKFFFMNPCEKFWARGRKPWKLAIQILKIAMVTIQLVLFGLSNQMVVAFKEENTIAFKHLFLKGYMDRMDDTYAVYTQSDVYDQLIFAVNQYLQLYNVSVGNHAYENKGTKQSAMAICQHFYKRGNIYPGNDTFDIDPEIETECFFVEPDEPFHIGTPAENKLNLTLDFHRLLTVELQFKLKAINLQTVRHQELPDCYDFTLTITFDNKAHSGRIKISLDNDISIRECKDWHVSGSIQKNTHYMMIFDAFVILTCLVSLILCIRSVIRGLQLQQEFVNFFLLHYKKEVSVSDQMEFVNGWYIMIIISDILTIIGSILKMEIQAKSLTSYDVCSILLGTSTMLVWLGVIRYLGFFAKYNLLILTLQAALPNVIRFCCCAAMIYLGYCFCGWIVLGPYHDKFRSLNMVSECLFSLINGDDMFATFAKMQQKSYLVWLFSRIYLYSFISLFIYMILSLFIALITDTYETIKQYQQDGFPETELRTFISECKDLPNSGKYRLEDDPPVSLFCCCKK
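Material: HEK293 cells stably carrying human TRPML3-YFP; compound dosing: single dose, 3 µM final nominal compound, 0.3% DMSO final; incubation: 1-h 37 °C dye load, 5-s basal, 120-s post-compound reads; technique: Fluo-8 intracellular calcium fluorescence, excitation 470-495 nm, emission 515-575 nm; read-out basis: percent activation from peak-to-basal fluorescence ratio, scaled between DMSO and carbachol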
NPY1 pot ag – NPY-Y1 receptor potentiators or agonists, primary screen, cell-based. NPY-Y1 expressing cells, potentiator/agonist activation. activation, % at 3.6 µM. 220,000 tested, 0.37% active. AID 1304, 2008; in the data active = activation above about 33%, passing the limit was not always enough;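 also: cells stimulated with NPY at EC10 then isoproterenol at EC100; 0% = low agonist plus stimulus and 100% = saturating agonist plus stimulus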
zfTRPN1 agonist – zebrafish TRPN1 channel agonists, primary screen, cell-based, HEK293, calcium fluorescence; transient receptor potential cation channel N1 (TRPN1/NompC), Danio rerio; HEK293 zebrafish TRPN1-YFP, Fluo-8 calcium fluorescence; 100% = response to 87 µM carbachol; activation, % at 3 µM; 220,000 tested, 0.18% active; AID 1424, 2008;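 active = activation above its plate's cutoff, the mean activation of test wells on that plate plus 3 SD, cut at about 19% in these data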;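 also: 0% = DMSO alone and 100% = 87 µM carbachol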
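Control set: carbachol 87 µM as high control, DMSO as low control; system: HEK293 stable line with zebrafish TRPN1-YFP; read-out: % activation versus carbachol response; detection: intracellular calcium fluorescence with Fluo-8; doses: single test compound dose, 3 µM nominal, 0.3% DMSO; schedule: dye 1 h 37 °C plus 30 min RT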
NPY-Y1 antag – NPY-Y1 receptor antagonists, primary screen, cell-based; inhibition, % at 3.6 µM; HEK293-CNG Y1 cells, membrane potential fluorescence; NPY at EC95, then isoproterenol; 200,000 tested, 1% active;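 active = inhibition above the campaign mean inhibition of all tested compounds plus 3 SD, cut at about 20% in these data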;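 also: 0% = DMSO wells given NPY plus isoproterenol and 100% = isoproterenol alone without NPY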
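Material: HEK293 cells co-expressing NPY Y1 receptor and cyclic-nucleotide gated channel. Timing: compound incubation 1 h at room temperature, readout 45 min post-stimulation. Signal: fluorescence, membrane potential probe.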
CHOP inh – inhibitors of CHOP promoter induction, primary screen, cell-based, unfolded protein response, luciferase reporter | inhibition, % at 10 µM | CHO-K1 CHOP-promoter luciferase, tunicamycin-induced, 15-18 h | 220,000 tested, 3.8% active;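 active = compounds that reduced the stress-induced luciferase reporter signal by more than about 70% of percent inhibition, limit read from the data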;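 also: 0% = tunicamycin plus vehicle and 100% = wells without tunicamycin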
PPC-1+TRAIL kill – compounds killing PPC-1 cancer cells with TRAIL present, primary screen, TRAIL potentiator project, ATPLite luminescence, uHTS; PPC-1 cells + TRAIL, ATPLite viability luminescence; cell killing (% activity), % at 4 µM; 220,000 tested, 0.41% active;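 active = cell killing above 50% in the first pass at 4 µM, then a duplicate retest at 5 µM averaging 50% or more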;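 also: plate controls were cells with TRAIL plus DMSO for no effect and medium-only wells lacking cells for full effect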
14-3-3 Bad PPI – inhibitors of 14-3-3 zeta/Bad binding, primary screen, biochemical, TR-FRET, bovine 14-3-3 zeta; TR-FRET 14-3-3zeta/Dy647-pBad peptide displacement, 1 h; inhibition, % at 21.7 µM; 14-3-3 protein zeta/delta (Bos taurus), P63103; AID 781, 2007; 220,000 tested, 0.71% active;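 active = inhibition above about 70%, limit read from the data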;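 also: 0% = full 14-3-3 plus peptide FRET controls and 100% = background without 14-3-3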
EP2 antag – human EP2 receptor antagonists, primary screen, TR-FRET cAMP, C6 glioma cells; AID 1422, 2008; inhibition, % at 25 µM; C6 glioma cells expressing human EP2; cells stimulated with saturating PGE2; Prostaglandin E2 receptor EP2 subtype (Homo sapiens), P43116; 260,000 tested, 0.52% active;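 active = percent inhibition above 40 after rounding to a whole number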;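 also: rat C6 glioma host cells with rolipram phosphodiesterase inhibitor present; the protocol text gives 20 µM as final concentration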
* = called active by the depositor; nt = no result given; & = joins results of further samples; [ ] = dose if it differs, or a comment.

no.	SMILES	EP2 modulator	TRPML3 ag	NPY1 pot ag	zfTRPN1 agonist	NPY-Y1 antag	CHOP inh	PPC-1+TRAIL kill	14-3-3 Bad PPI	EP2 antag
1	COc1ccccc1N1C(=O)CC1(C#N)c1ccc(OCc2ccccc2)cc1 (configuration not stated)	-10	0.8	8	1.6	4	22	34	-8	8
2	COc1ccc(N(CC(=O)N2CCN(c3cccc(C)c3)C(C)C2)S(=O)(=O)c2c(C)n[nH]c2C)cc1 (configuration not stated)	-22	-0.1	21	-0.8	7	-9	10	-2	9
3	CCCCNC(=O)c1ccc(N2CCOCC2)c(NS(=O)(=O)c2ccc(OC)cc2)c1	11	0.1	30	0.2	-5	0	20	-4	-2
4	O=C(CCSCc1ccccc1F)NCc1cccnc1	15	0.8	2	1.3	3	-3	0	10	6
5	COC(=O)Nc1ccc(S(=O)(=O)NCc2ccccn2)cc1	30	1.1	6	0.0	41*	0	8	0	4
6	CCOC(=O)C1(CC2CCCCO2)CCN(Cc2nc3ccccc3nc2C)CC1 (configuration not stated)	39	-0.6	-5	0.2	8	12	9	-14	8
7	S=C1CCC(c2ccc(Cl)cc2)=NN1c1ccccc1	9	16*	-18	-2.1	nt	-10	8	-1	7
8	COc1ccccc1-n1c(SCC(=O)Nc2ccc(F)cc2)nc2c(c1=O)SCC2	-2	0.8	-2	2.4	7	65	-4	4	5
9	CC(=O)Nc1ccc(Nc2nc3ccccc3nc2NS(=O)(=O)c2ccccc2)cc1	-20	0.7	36	-0.5	nt	15	3	-11	9
10	CCCOc1ccc(CCC(=O)N/N=C/c2ccco2)cc1	2	-0.4	8	1.1	nt	14	-31	-11	7
11	C[C@H](NC(=O)c1nc[nH]c1C(=O)NC(c1ccccc1)c1ccccc1)C(=O)OCc1ccccc1	42	nt	nt	nt	nt	36	13	-7	1
12	CC1CCN(S(=O)(=O)c2ccc(NC(=O)N3c4ccccc4Sc4ccccc43)cc2)CC1	15	-0.7	-1	-0.9	1	19	8	-15	10
13	Cc1ccc(-c2nc3ccccc3c(=O)n2NC(=O)c2cccs2)cc1	16	0.2	-46	1.2	10	31	39	12	6
14	Cc1oc(C(C)(C)C)c(CN2CCOCC2)c1C(=O)O	6	0.6	4	1.6	1	-5	-4	12	1
15	CN(C)CCCCOc1ccc(Br)cc1Cl	-31	1.3	-3	-0.5	7	-3	22	55	9
16	Cc1cc(C)nc(N/N=C/c2ccccc2OCc2ccc(Cl)cc2)n1	-8	0.4	-24	-1.1	1	2	16	14	5
17	C=CCNC(=O)c1ccncc1	15&3	0.9	1	2.4	2	13	-6	-17[fluorescence artefact?]	9&26
18	Cc1nnc(SCc2cnc(-c3ccccc3)o2)[nH]c1=O	-2	0.2	-11	0.2	1	-4	26	0	16
19	CCOC1=C/C(=C/c2c(N)n3nc(S(=O)(=O)CC)sc3nc2=O)C=CC1=O	34	1.1	4	0.1	2	2	24	-1	2
20	Cc1nn(-c2ccccc2)c(N2CCCC2)c1/C=C1\N=C(c2ccc(F)cc2)OC1=O	29	1.0	18	-0.2	1	40	19	-7	12
21	Cc1ccc(CNC(=O)COC(=O)CCC(=O)c2cccs2)cc1	25	0.5	-11	-0.3	11	10	34	-15	11
22	CCN(CC)C(=O)c1cccc2c1C(=O)c1ccccc1-2	26	-0.6	10	1.6	4	7	14	-1	5
23	O=C1c2ccccc2N(Cc2ccc(Cl)cc2)C2=NCCN12	-9	-0.3	-8	0.1	-2	-4	-22	3[fluorescence artefact?]	8
24	COc1ccc([C@@H]2C=C(C(=O)O)O[C@H](OCCCCO)C2)cc1	-3	nt	nt	nt	nt	12	24	-3	23
25	O=C(Nc1nccs1)c1c(O)c2c([nH]c1=O)CCCC2	7	0.2	3	-0.4	nt	-15	17	-4	4
26	COc1ccc(CNc2c(CO)cnc3c2cnn3C)cc1	-13	0.6	16	0.8	0	22	12	-8	7
27	O=C(COC(=O)c1cccc(S(=O)(=O)N2CCc3ccccc32)c1)Nc1ncc(C(F)(F)F)cc1Cl	7	1.1	0	0.2	0	10	23	-4	7
28	Cc1ccc(-c2cnc(SCC(=O)N3CCCc4ccccc43)n2C)cc1	-25	-0.7	-9	-0.9	8	43	10	-2	14
29	CC(C)(C)S(=O)(=O)c1nc2ccccc2s1	-5&29	6.0	23	-1.6	-1	6	21	17	11&4
30	N#CCSC1=Nc2ccccc2C2=NC(CCC(=O)N3CCN(c4ccccc4)CC3)C(=O)N12 (configuration not stated)	-12	0.5	5	1.3	-9	5	29	1	12
31	CC(C)Oc1ccc(/C=C(/NC(=O)c2ccccc2)C(=O)NCCC(=O)O)cc1	71*	0.4	4	-0.4	-3	5	nt	2	3
32	O=C(Nc1nc(-c2ccc(S(=O)(=O)N3CCCC3)cc2)cs1)c1ccco1	-50	2.3	8	4.7	-1	9	-7	-19	21
33	O=c1[nH]cc(COCc2ccccc2)c(=O)[nH]1	17	0.7	-11	0.3	8	26	8	-4	22
34	COCC(=O)N(c1ccc(C(C)C)cc1)C1C=CS(=O)(=O)C1 (configuration not stated)	-6	0.2	-16	-0.3	2	-24	19	-6	4
35	Cc1ccc(C(=O)Nc2ccc(S(=O)(=O)N3CCOCC3)cc2)cc1	-31	0.0	11	0.8	-3	4	-4	-2	8
36	CCOC(=O)C1C(=O)CC(C)(O)C(C(=O)OCC)C1c1cc(Br)ccc1OC (configuration not stated)	8	0.0	13	-1.0	3	18	1	-1	8
37	CCc1cccc(N(C(=O)c2csnn2)C(C(=O)NC(C)(C)C)c2ccncc2)c1 (configuration not stated)	24	-0.6	4	-0.9	8	-2	nt	-4	7
38	CC1=C(C(=O)OC2CCCC2)C(c2coc3ccccc3c2=O)C2=C(CCCC2=O)N1 (configuration not stated)	13	0.6	-8	-0.6	1	16	1	-9	4
39	Cc1ccccc1C(=O)NC(=S)Nc1ccc(Oc2ccc(Cl)cc2)cc1	18	0.4	-4	0.6	-2	37	12	-12	15
40	N#CCc1c(C#N)c(N)nc(N2CCN(C=O)CC2)c1C#N	-1	0.9	11	0.1	3	-8	16	-1	11
41	C=CCNC(=O)c1ccc2c3n(nc2c1)-c1ccc(C)cc1CO3	-20	nt	nt	nt	nt	-3	33	-6	8
42	O=C(O)CCn1c(=O)sc2ccccc21	13	0.4	9	1.0	5	-15	14	9	5
43	COc1ccccc1N1C(=O)CC(N2CCc3ccccc32)C1=O (configuration not stated)	-3	-0.1	-2	-0.7	1	4	5	-4	3
44	CCOC(=O)[C@H]1CCC[C@@H](NS(=O)(=O)c2ccc(NC(C)=O)cc2)C1	-26	0.0	-3	1.2	-10	-12	-5	7	11
45	Cc1cccc(CS(=O)(=O)Cc2ccc(C(=O)NCCN3CCCCC3C)o2)c1 (configuration not stated)	14	0.6	20	-0.1	-2	65	5	-6	13
46	Nc1ccccc1SCC(=O)N1CCc2ccccc21	16&-2	-0.4	12	-1.6	-5	21	13	-5[fluorescence artefact?]	6&8
47	O=C(CSc1nc2ccccc2c(=O)n1NC(=O)Cc1ccccc1)NCc1ccccc1	-11	0.4	7	-0.9	0	21	4	4	4
48	CC(C)Nc1nc2ccccc2c(=O)[nH]1	12	0.9	2	0.8	-1	22	6	90*	5
49	Cc1cc(C)c(S(=O)(=O)Nc2ccc(O)cc2)cc1C	-31	-0.2	12	1.4	0	7	-7	-9	7
50	Cc1cc(NC(=O)COC(=O)c2ccc(NS(=O)(=O)c3ccc(C)c(C)c3)cc2)no1	0	3.9	-6	3.6	1	17	-20	4	20
51	COc1ccc(S(=O)(=O)n2nc(OC(=O)c3ccc(C)cc3)cc2N)cc1	-14	-1.3	-6	-0.8	12	22	-16	10	4
52	Cc1ccc(CCC(=O)Nc2nccs2)o1	7	-0.8	6	0.5	1	24	12	-8	2
53	CCOC(=O)CSc1nc2cc(C(=O)N3CCC(C(N)=O)CC3)ccc2c(=O)n1-c1ccccc1	-15	0.0	-25	0.7	5	2	17	3	8
54	COc1ccc(C(=O)NCCc2nnc(SCc3nc4ccccc4c(=O)[nH]3)n2C)cc1	-5	0.2	-12	-1.2	4	-7	12	16	8
55	CC1(C)NC(=O)N(CC(O)COc2ccccc2C(=O)Nc2ccccc2)C1=O (configuration not stated)	-5	1.1	16	-0.2	-3	9	-20	-4[fluorescence artefact?]	9
56	COc1ccc(NC(=O)CN2CCC(C)CC2)cc1	4	0.9	-4	0.9	4	27	-15	7	9
57	O=C1c2ccccc2C(=O)N1CCCCN(C(=O)c1cccc([N+](=O)[O-])c1)c1ccc(Cl)cc1	23	0.3	32	-0.5	7	-32	7	54	3
58	CCN1CCN(c2cc(N3CCc4ccccc4C3)c(F)cc2[N+](=O)[O-])CC1	-7	0.2	-17	0.7	5	15	18	-10[fluorescence artefact?]	8
59	Cc1cc(C(=O)CSc2nnc(N)s2)c(C)n1CCc1ccc(Cl)cc1	-50	-0.2	-16	0.5	4	40	19	-17	16
60	COC(=O)c1sccc1NC(=O)/C=C/c1ccc(Cl)cc1	12	0.0	-12	1.5	8	38	2	-3	22

(listing goes on)
no.	SMILES	EP2 modulator	TRPML3 ag	NPY1 pot ag	zfTRPN1 agonist	NPY-Y1 antag	CHOP inh	PPC-1+TRAIL kill	14-3-3 Bad PPI	EP2 antag
61	O=C(O)c1nccnc1C(=O)Nc1ccc(S(=O)(=O)N2CCOCC2)cc1	20	0.6	-5	0.0	nt	-10	2	10	4
62	Cc1nc2ccc(Br)cn2c1NC(C)(C)C	8	0.5	3	-0.1	-7	-1	-3	9	7
63	N#Cc1ccsc1NC(=O)CN1CCCCCC1	10	0.6	19	0.6	3	18	-8	-8	12
64	COc1ccccc1-c1nnc(-c2ccc(N3CCOCC3)cc2)o1	-38	0.9	-21	0.0	-2	2	14	-9	14
65	Cc1ccc(Sc2ccc(NC(=O)CCl)cc2)c(C)c1	-27	0.1	7	-0.3	-5	84*	17	-20	20
66	O=C(Nc1nc(-c2cc(Cl)sc2Cl)cs1)c1ccccc1	-45	0.4	-69	0.7	19	-22	-7	-6	7
67	O=C(NC1CC1)C1=C[C@@H](c2ccc3c(c2)OCO3)C[C@@H](OCc2ccc(CO)cc2)O1	6	0.7	7	-0.2	-3	17	-10	-3	11

An excerpt, so the mix of outcomes need not match the whole.
